APJ antag: APJ receptor antagonism; inhibition, % at 20 µM; actives 0.32% (n = 330,000); CHO-K1 APJ beta-arrestin complementation, luminescence; P35414;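 active means inhibition above about 40% at 20 µM, limit read from the data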;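 further: cells challenged with 10 nM apelin-13 agonist together with compound; plate controls were apelin-13 plus DMSO wells for no effect and DMSO wells lacking apelin-13 for full effect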
Target sequence (P35414 whole entry, looked up): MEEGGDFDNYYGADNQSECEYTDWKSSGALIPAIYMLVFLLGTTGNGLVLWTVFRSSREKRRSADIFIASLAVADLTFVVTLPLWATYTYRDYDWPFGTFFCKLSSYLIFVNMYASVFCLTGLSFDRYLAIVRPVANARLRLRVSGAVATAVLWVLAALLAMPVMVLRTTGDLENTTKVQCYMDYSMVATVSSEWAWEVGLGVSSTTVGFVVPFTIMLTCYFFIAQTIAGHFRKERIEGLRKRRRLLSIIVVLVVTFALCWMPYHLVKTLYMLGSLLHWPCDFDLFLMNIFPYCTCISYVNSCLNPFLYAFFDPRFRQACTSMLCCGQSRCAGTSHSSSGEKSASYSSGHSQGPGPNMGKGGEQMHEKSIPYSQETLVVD
NR3A LBD binder: modulators (binders) of human NR3A ligand-binding domain | NR3A LBD differential scanning fluorimetry, Tm shift; 0% = protein alone, 100% = glycine-bound protein | Tm shift relative to glycine control, % at 25 µM | actives 2.5% (n = 340,000);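 active means melting temperature shift of at least 10% of the positive control shift, at one fixed dose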
beta cell repl: MIN6 beta-cell proliferation induction; MIN6 cells proliferation, ATPlite luminescence, 48 h; cells starved in 0.2% serum; 100% = growth in 10% serum; proliferation, % at 10 µM; actives 0.29% (n = 330,000); AID 2380;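 active means compounds whose signal lies at least 3.5 SD above the mean of all wells on their plate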;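 further: 0% = DMSO-treated cells in low-serum medium and 100% = 10% serum control; some compounds called inactive have numbers as strong as hits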
tim10-1 inh: growth inhibitors of tim10-1 mutant yeast. inhibition, % at 20 µM. AID 463190. S. cerevisiae tim10-1 ts strain growth, BacTiter-Glo, 24 h. actives 2.2% (n = 330,000);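 active means inhibition of at least 40%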;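 further: mutant grown at 25 °C; 0% = DMSO wells with yeast and 100% = wells holding no yeast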
APJ agonist: APJ receptor agonism | P35414 | CHO-K1 APJ PathHunter beta-arrestin, luminescence; 0% DMSO wells, 100% apelin | activation, % at 20 µM | actives 0.11% (n = 330,000) | AID 2520;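 active means activation more than six SD over the plate average, tested at 20 µM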;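 further: 0% = DMSO alone and 100% = apelin-13 at 10 nM; some results filed as inactive read as strong as hits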
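Assay system: CHO-K1 APJ beta-arrestin complementation cell line / Compound: single test compound dose, 20 µM final, 1% DMSO / Times: overnight seeding, 90 min compound at 25 °C, 1 h detection / Technique: beta-gal luminescence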
tim23-1 inh: growth inhibitors of tim23-1 mutant yeast; inhibition, % at 20 µM; actives 1.3% (n = 330,000); AID 463212; S. cerevisiae tim23-1 growth, BacTiter-Glo luminescence, 24 h;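 active means growth inhibition of the mutant yeast at or above 50%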;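 further: temperature-sensitive mutant grown at 25 °C; plate controls were DMSO-treated mutant yeast for no effect and medium wells lacking yeast for full effect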
NALP3 yeast inh: blocks the NALP3 inflammasome reconstituted in yeast; Yeast reconstituted NLRP3/ASC/caspase-1, beta-gal luminescence, 24 h; actives 0.39% (n = 330,000); AID 2825; inhibition, % at 10 µM;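 active means inhibition of 50% or more; inactive means inhibition below 50%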;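 further: plate controls were induced DMSO wells for no effect and uninduced yeast grown without galactose for full effect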
TIM10 inh: TIM10 yeast growth inhibition. S. cerevisiae TIM10 strain growth, BacTiter-Glo luminescence, 24 h. inhibition, % at 10 µM. actives 1.4% (n = 330,000);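 active means inhibition of 40% or more at the single tested concentration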;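 further: wild-type TIM10 isogenic control strain grown at permissive 25 °C; 0% = DMSO yeast wells and 100% = minimal medium wells without yeast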
MPTP inh: permeability transition pore inhibition. AID 602449. actives 1.4% (n = 360,000). inhibition, % at 10 µM. isolated mouse mitochondria, Ca2+ swelling absorbance, 30 min;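 active means inhibition of 50% or more, scaled per plate between neutral and stimulator controls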;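 further: 0% = DMSO wells given calcium and 100% = 1 mM EGTA wells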
An asterisk follows results filed as active; . = not tested or not shown. Not a hit list. Share with any hit: about 7.2%.

SMILES	APJ antag	NR3A LBD binder	beta cell repl	tim10-1 inh	APJ agonist	tim23-1 inh	NALP3 yeast inh	TIM10 inh	MPTP inh
Cc1cc(C)n(C(C)n2nc(C)cc2C)n1	-5	0	-3	7	-1	4	13	3	0.0
CN=C(Nc1cc(Cl)ccc1Cl)SC1CC(=O)N(c2ccc(C(=O)OC)cc2)C1=O (centres undefined)	-25	14*	-4	44*	9	42	35	14	-1.2
COc1ccc(C(=O)Nc2ccc(N3CCN(C(=O)c4ccccc4)CC3)cc2)cc1[N+](=O)[O-]	13	1	-2	7	-1	11	5	-10	1.0
Cc1c(C(=O)NCCSCc2cccc(C(F)(F)F)c2)cnn1-c1ccc(Cl)cc1	10	5	-2	4	1	44	29	4	13
CC1=CC(C)(C)NC(=S)N1NC(=O)c1ccccc1Cl	-1	-2	-3	7	-1	5	0	16	3.3
COc1ccc(OCCCC(=O)N(C)CC(=O)Nc2ccccc2Cl)cc1	1	5	-1	9	3	0	4	4	0.5
Cc1ccc(C(=O)NCCc2nnc3ccc(SCC(=O)N4CCCCC4)nn23)cc1	8	0	-2	2	0	1	0	8	-0.2
CC(C)CC(=O)Nc1ccc2ccccc2c1	-5	-1	0	16	-1	18	30	-40	4.9
N#Cc1nc(-c2ccc(OCc3ccccc3)cc2)oc1NCc1cccnc1	13	-3	-6	2	-1	5	17	10	1.4
Cc1cc2c(ncn2C)c(NS(=O)(=O)c2ccccc2Cl)c1C	6	-3	3	18	3	8	-1	-6	1.0
COc1ccc(C(=O)Nc2cc(C(F)(F)F)ccc2Cl)cc1OC	2	1	0	17	-3	21	39	8	-0.7
CC1CCCCC1NCc1cccc([N+](=O)[O-])c1 (centres undefined)	8	1	3	7	-3	6	0	-11	-2.3
COc1ccc(CC(=O)NC2CCSc3ccccc32)c(OC)c1 (centres undefined)	9	0	-3	-16	-1	5	17	8	-1.6
O=C(Nc1cccc(C(=O)O)c1)/C(=C\c1ccccc1)NC(=O)c1ccccc1	6	-1	0	-8	-3	-2	10	24	-4.4
CN(Cc1ccc(Cl)c(Cl)c1)C(=O)c1cccc(S(=O)(=O)N2CCN(Cc3ccccc3)CC2)c1	15	-5	-7	-28	-4	-40	18	-47	0.5
Cc1ccc(C)c(NC(=O)c2oc(=O)c3ccccc3c2-c2ccccc2)c1	3	-4	-4	-17	0	14	5	-15	-2.4
S=c1[nH]nc(C2CCCCC2)n1/N=C/c1c(Cl)cccc1Cl	9	0	-3	22	-2	19	9	32	1.2
COC(=O)c1ccc(-c2ccco2)n1Cc1ccccc1Cl	3	2	-5	15	-6	8	-7	13	0.7
COc1ccc(CCC(=O)NNC(=O)Nc2cc(Cl)ccc2C)cc1	-12	-1	0	-7	-4	0	8	-3	-0.8
CCNc1c(NS(=O)(=O)c2ccc([N+](=O)[O-])cc2)c(=O)oc2ccccc12	-22	1	1	8	0	-14	2	-22	0.1
COCCNC(=O)C(=O)NNC(=O)CCc1ccccc1	-9	0	-1	-21	-1	-8	5	-10	-0.9
O=S(=O)(c1ccc(Cl)cc1)c1nc(-c2ccco2)oc1N1CCOCC1	-5	1	-1	7	-2	31	1	-2	1.6
CCOC(=O)c1cc(C)n(-c2ccc(OC)c(OC)c2)c1C	9	0	0	47*	2	15	-1	17	-0.4
COc1cccc(N2CC(O)Cn3c2nc2c3c(=O)[nH]c(=O)n2C)c1 (centres undefined)	-16	-1	-2	-9	1	1	13	-4	0.1
N#Cc1ccc(C(=O)Nc2ccc(S(=O)(=O)NC3=NCCCCC3)cc2)cc1	-5	1	-4	12	-4	7	14	1	-3.6
COc1ccc2oc(C(=O)Nc3nc4ccccc4[nH]3)c(C)c2c1	3	0	-6	-24	-2	18	13	19	1.1
O=c1oc2ccc(NS(=O)(=O)c3cccc4cccnc34)cc2s1	11	-3	-4	-20	0	-6	21	5	-0.7
COc1ccccc1C(CNC(=O)C1CC(=O)N(Cc2ccc(C)cc2)C1)N1CCCC1 (centres undefined)	14	1	-1	-9	0	-29	9	-4	-0.2
c1ccc2nc3c(nc2c1)c1ccccc1n3CCN1CCOCC1	-4	0	-1	36	-5	41	49	12	-0.5
CCN=C1SC(CC(=O)Nc2ccccc2OCC)C(=O)N1CC (centres undefined)	12	1	-2	32	-2	6	11	-16	-3.0
Cc1cc(N2CCOCC2)nc(SCC(=O)OCc2ccccc2)n1	-3	-1	-1	18	-2	27	11	-8	-0.2
CCc1ccc(C(C)NC(=O)C2CCCO2)cc1 (centres undefined)	0	2	-3	11	-3	12	11	-4	0.5
COc1cccc(NC(=S)N(CCCN2CCCC2)Cc2cccn2Cc2ccc(Cl)cc2)c1	10	-2	-6	-123	-4	-261	7	-268	1.8
C=C(c1cccc2ccccc12)P(=O)(O)O	-3	1	2	6	-3	9	4	10	-1.1
CCCCCOC(=O)c1ccc(NC(=O)c2ccco2)cc1	3	-6	-6	15	0	29	24	41*	1.4
Cc1nc(Cl)c(C(=O)NCCc2ccccc2)c(C)c1[N+](=O)[O-]	-3	1	-2	16	-1	28	16	0	0.1
O=C(NC1CCCc2c1cnn2-c1ccccc1F)c1ccccn1 (centres undefined)	-4	-2	-1	10	1	33	10	21	-0.7
COc1ccc(OC)c(NC(=O)CSc2nncc3ccc(OC)c(OC)c23)c1	-27	2	-1	20	2	27	2	23	7.6
COc1ccc(CNC(=O)c2ccc(N3CCC4(CC3)CC(c3ccc(Cl)cc3)=NO4)c(NC(=O)Cc3ccc(F)cc3)c2)cc1	13	-1	2	4	-2	-1	23	-15	1.0
CC(C)(C)c1[nH]nc2c1C(c1ccco1)C(C#N)=C(N)O2 (centres undefined)	4	-1	2	29	-2	34	8	23	0.7
Cc1ccnc(NC(=O)COC(=O)C23CC4CC(CC(C4)C2)C3)n1	-4	0	-2	18	-2	28	-14	12	0.4
CCn1c(SCC(=O)NC2CCCCC2)nnc1-c1cc2cccc(OC)c2o1	-13	-1	0	-7	-5	-36	18	-35	-0.5
C=CCN1C(=O)CN=C1Nc1cc(C)ccc1C	0	-1	-1	23	0	8	-10	-14	10
Cc1cccc(NC(=O)CSc2nnc(CNC(=O)c3ccc(S(=O)(=O)N(C)C)cc3)n2-c2ccccc2)c1	-7	-7	-1	12	0	9	-1	2	2.6
CN1CCN(S(=O)(=O)c2cccc(C(=O)NC3CCCc4ccccc43)c2)CC1 (centres undefined)	-2	-1	1	12	0	6	13	9	0.7
Cc1ccc(NC(=O)CN2CCc3ccccc3C2)cc1	12	-1	-3	-10	-2	15	40	-23	1.1
CNC(=O)/C(C#N)=C/c1c(N2CCN(C)CC2)nc2c(C)cccn2c1=O	4	2	3	-17	-5	2	-20	-22	-0.6
COc1cccc(CC(=O)N2CCN(c3ccccc3[N+](=O)[O-])CC2)c1	10	-1	-4	3	-1	21	9	-8	-0.5
Cc1ccc(C(=O)OCCc2c(C)[nH]n(-c3ccccc3)c2=O)cc1	-20	-2	-1	6	-2	8	-12	17	1.4
Cc1c(Br)c([N+](=O)[O-])nn1CC(=O)Nc1ccc(Cc2ccncc2)cc1	8	-3	-4	26	0	11	-2	0	6.6
Cc1cc(S(=O)(=O)Nc2ccc(C(=O)NCC(C)(C)N3CCOCC3)cc2)ccc1F	-1	1	0	-5	-4	-6	12	2	-0.8
Cc1cc2oc(=O)c3c(c2cc1OCc1nn[nH]n1)CCCC3	25	-1	-2	-9	-2	-4	19	4	0.3
COC(=O)c1cccc(Cn2c(Cl)c(/C=N/NC(=O)c3ccco3)sc2=O)c1	-11	-1	-4	19	-2	14	13	-9	0.3
N#CCCn1cc(C(=O)Nc2cccc(C(=O)O)c2)c(-c2ccc(Cl)cc2)n1	14	-2	2	6	-4	9	10	-8	-1.5
CCN1CCc2c(sc(NC(=O)c3ccc(S(=O)(=O)N4CCOCC4)cc3)c2C(=O)OC)C1	-1	0	-3	9	3	4	13	9	-2.1
CCCc1nn2c(=O)cc(COc3ccc(NC(=O)c4ccco4)cc3)nc2s1	-7	5	3	3	-3	7	-21	18	0.7
Cn1c(=O)c2c(nc(CN3CCN(C(=O)c4ccco4)CC3)n2Cc2ccc(F)cc2)n(C)c1=O	7	-1	-2	9	3	19	11	4	-0.8
O=C(CCN=C1NS(=O)(=O)c2ccccc21)OCc1cccc(Cl)c1	8	4	-2	-15	-4	-1	-3	-2	2.6
O=S(=O)(NCCc1ccc(F)cc1)c1ccc(F)cc1Br	.	0	.	6	.	42	.	-11	0.6
CC1=CN2C(=N)/C(=C/c3ccc(Sc4ccc(C)cc4)o3)C(=O)N=C2S1	26	4	0	33	-1	32	34	19	50

Later entries
SMILES	APJ antag	NR3A LBD binder	beta cell repl	tim10-1 inh	APJ agonist	tim23-1 inh	NALP3 yeast inh	TIM10 inh	MPTP inh
O=C(c1ccc2ccccc2c1)C1CCCN(C(=O)c2cnccn2)C1 (centres undefined)	-25	0	-1	-8	-3	9	-10	-12	2.2
C/C(=N\NC(=O)c1ccc([N+](=O)[O-])cc1)c1cccc([N+](=O)[O-])c1	-26	-1	3	-6	-1	-3	-5	-3	-1.6
Cc1cccc(C)c1NC(=O)CN(C)c1ccc(C(F)(F)F)cn1	8	-2	1	8	-2	6	-5	5	-0.1
O=C(NN1C(=O)/C(=C/c2cccs2)SC1=S)c1cccnc1	7	-1	-2	-52	1	-10	13	-46	-1.7
N#Cc1ccccc1CSc1nnc(-c2ccncc2)o1	13	1	-2	6	-3	7	5	-8	-0.1
CC(C)CN(C(=O)C1CCCO1)c1c(N)n(CC(C)C)c(=O)[nH]c1=O (centres undefined)	-10	3	-6	0	-1	10	19	14	1.0
CCN(CC)S(=O)(=O)c1cccc(NC(=O)c2ccccc2Br)c1	-7	-1	-1	31	1	25	11	6	0.0
Cc1cc(Cl)ccc1NC(=O)COC(=O)CCNS(=O)(=O)c1ccccc1	21	-2	-2	3	-4	5	12	2	-0.7
COc1ccc(-c2csc(NC(=O)CSCc3c(C)noc3C)n2)c(OC)c1	-10	-15	-5	11	-3	18	23	83*	0.7
COc1ccc(S(=O)(=O)NC(CC(=O)NCc2ccc3c(c2)OCO3)c2ccco2)cc1 (centres undefined)	6	0	-1	-6	0	-6	8	-7	-0.7
COc1cccc(NC(=O)COc2ccc(C(=S)N3CCN(C)CC3)cc2OC)c1	-2	5	-3	-4	1	5	14	0	-1.0
Cn1nnnc1SCC(=O)Nc1ccccc1C(N)=O	25	7	-2	6	-3	2	18	5	1.1
CCOc1cc2[nH]c(=S)n(Cc3ccc(C(=O)NCCCOC)cc3)c(=O)c2cc1OCC	8	-1	-3	-7	-5	9	21	4	0.6
Cc1c(C)c(C)c(C(=O)CCc2cccc(NC(=O)CCC(=O)O)c2)c(C)c1C	-4	0	-6	17	0	18	15	10	0.4
COC(=O)Cc1ccc(NC(=O)c2ccc3c(c2)C(=O)N(Cc2cccnc2)C3=O)cc1	-13	0	-1	8	-3	8	-13	-3	-0.7

Quoted at random: 5 compounds from above
SMILES	APJ antag	NR3A LBD binder	beta cell repl	tim10-1 inh	APJ agonist	tim23-1 inh	NALP3 yeast inh	TIM10 inh	MPTP inh
CCOc1cc2[nH]c(=S)n(Cc3ccc(C(=O)NCCCOC)cc3)c(=O)c2cc1OCC	8	-1	-3	-7	-5	9	21	4	0.6
O=C(c1ccc2ccccc2c1)C1CCCN(C(=O)c2cnccn2)C1 (centres undefined)	-25	0	-1	-8	-3	9	-10	-12	2.2
N#Cc1ccccc1CSc1nnc(-c2ccncc2)o1	13	1	-2	6	-3	7	5	-8	-0.1
COc1cccc(NC(=O)COc2ccc(C(=S)N3CCN(C)CC3)cc2OC)c1	-2	5	-3	-4	1	5	14	0	-1.0
COC(=O)Cc1ccc(NC(=O)c2ccc3c(c2)C(=O)N(Cc2cccnc2)C3=O)cc1	-13	0	-1	8	-3	8	-13	-3	-0.7
